Screening results (PubChem)
HIV RNase H inh = blocks HIV-1 RNase H cleavage of RNA/DNA duplex; P04585; RT-RNase H RNA/DNA duplex cleavage, fluorescence; inhibition, % at 10 µM; actives 1.9% (n = 65,000); in the data active = inhibition above about 50%
RmlCD inh mix = RmlC/RmlD inhibition, mixture screen; RmlC/RmlD coupled enzyme inhibition, 384-well mixture HTS; inhibition, % at 5.5 µM; actives 0.39% (n = 110,000); AID 1532; in the data active = inhibition above about 30%, passing the limit was not always enough; inconclusive = no clear call, values can overlap the other calls; note: strong numbers were not always called active
Starred values were filed as active, the others as inactive; ? = inconclusive; / = no result given; & = joins results of further samples. Only part of the results is shown; the hit share may differ from the screen's.

SMILES	HIV RNase H inh	RmlCD inh mix
O=C(OCC(=O)N(C1CCCCC1)C1CCCCC1)c1ccncc1	1	/
Cc1ccc(C(c2nnnn2Cc2ccccc2)N2CCN(Cc3ccccc3)CC2)cc1 (stereo unspecified)	/	8
Cc1ccc2cc(CN(CCCN3CCOCC3)C(c3nnnn3Cc3ccco3)C(C)C)c(=O)[nH]c2c1C (stereo unspecified)	/	11
Cn1c(SCC(=O)N2CCN(S(=O)(=O)c3ccc(Cl)cc3)CC2)nc2ccccc21	/	9
COc1cccc(OCc2cc(/C=N/NC(=O)c3nc(Cl)c(Cl)c(N)c3Cl)ccc2OC)c1	/	-4
NC(=O)CC(NC(=O)Cc1ccc(Br)cc1)c1ccc(N2CCN(c3ccc(F)cc3)CC2)c([N+](=O)[O-])c1 (stereo unspecified)	/	-11
Cc1c(CN2CCCCC2)c(O)n(CCCO)c(=O)c1C#N	-1	0
O=C(CN1CCN(Cc2ccccc2F)C1=O)NCCN1CCOCC1	0	7
Cc1ccc(NC(=O)CSc2nnc(-c3ccco3)c(-c3ccco3)n2)cc1	97*	-6
CN(C)CCC(=O)c1ccc2c(c1)OCO2	-8	8
Cn1cnc2c1c(=O)n(Cc1c(Cl)cccc1Cl)c(=O)n2C	-10	19
COc1ccc(-c2[nH]ncc2/C=C(/C#N)C(=O)NC2CCCCCC2)cc1	/	5
CCSc1nnc(NC(=O)c2cc(C)on2)s1	-2	-4
CCCNC(=O)c1cccc(Cn2nc(C)c(Br)c2C)c1	7	-16
O=C(O)C1CCCN(S(=O)(=O)c2cccc3cccnc23)C1 (stereo unspecified)	-4	12
O=C1c2cccc3c2[C@H](CCC3)CN1[C@@H]1CN2CCC1CC2	/	-13
NC(=O)CN1CCCN(S(=O)(=O)c2ccc(Br)cc2)CC1	-1	-10
Cc1noc(C(=O)NCc2ccccc2)c1Cl	/	9
COC(=O)c1cc(NC(=O)C23CCC(C)(C(=O)O2)C3(C)C)cc(C(=O)OC)c1 (stereo unspecified)	-1	5
C=CCn1c(SCC(=O)c2ccc(Br)cc2)nnc1C(C)NC(=O)Cc1ccc(OC)cc1 (stereo unspecified)	/	-11
CCOC(=O)Cc1csc(NC(=O)COc2ccccc2)n1	-2	-1
Cc1cc(S(=O)(=O)NC2CCCCC2)c(C)s1	-18	4
O=C(CCSc1nc(-c2ccco2)cc(C(F)(F)F)n1)NCc1ccccn1	-11	/
O=C(CSc1ccccc1)Nc1ccccc1C(=O)O	/	6
Cc1ccccc1CN(c1ccc(C(=O)Nc2ccccc2C(=O)N2CCCC2)cc1)S(C)(=O)=O	/	-1
CS(=O)(=O)N(CC(=O)NCc1ccc2c(c1)OCO2)c1ccc(Cl)cc1	-3	/
CCOc1ccc(S(=O)(=O)NCc2ccncc2)cc1	/	-15
CCn1cc(C(=O)N2CCC3(CC2)OCCO3)c(=O)c2cc(S(=O)(=O)N3CCCC3)ccc21	/	43
Nc1nc(NC(=O)CCCC(=O)O)nn1-c1ccccc1	-11	-12
CC(=O)c1cccc(NC(=O)c2csc(-n3nc(C)cc3C(F)(F)F)n2)c1	/	-4
N#Cc1cc(-c2ccccc2)nnc1Oc1ccccc1Cl	/	-11
COc1ccc(CCNC(=O)Cn2cnc3c(nnn3Cc3ccc(C)cc3)c2=O)cc1OC	-8	-2
COc1cccc(N2C(=O)c3ccncc3C2=O)c1	3	/
Cc1ccn2c(C(=O)CSc3ccc(Cl)cc3)c(C)nc2c1	/	7
CCOc1ccc(NC(=O)Cn2c(=O)oc3ccccc32)cc1	/	-5
CCOC(=O)c1ccc(N=c2sc(C(=O)OC)cc(=O)n2CCCN2CCOCC2)cc1	-2	-3&-6
CCc1cn(S(=O)(=O)c2ccccc2OC)nc1N	/	3
CN1CCN(NC(=O)c2ccccc2F)CC1	/	8
c1ccc(Oc2nc(N3CCOCC3)nc(N3CCOCC3)n2)cc1	/	-8
Nc1nc(SCC(=O)NCC2CCCO2)[nH]c(=O)c1NC(=O)c1ccco1 (stereo unspecified)	/	10
COc1ccc(CNS(=O)(=O)c2ccc(OC)cc2)cc1	-5	-11
CCCc1[nH]nc2c1C(c1ccc(OCCN3CCOCC3)c(OC)c1)C(C#N)=C(N)O2 (stereo unspecified)	2	-13
Fc1ccccc1N1CCN(c2ncnc3[nH]ncc23)CC1	-4	/
COCCNC(=O)c1ccccc1-c1nc(-c2ccccc2OC)no1	-4	-25
Cc1conc1NC(c1cccs1)c1ccc2cccnc2c1O (stereo unspecified)	37	-14
CCS(=O)(=O)N1CCC(C(=O)c2ccc(Cl)cc2)CC1	/	8
CCOC(=O)c1ccc(S(=O)(=O)Nc2ccc3cn[nH]c3c2)cc1	/	-4
CC(NCc1ccc(Cl)cc1)C(O)c1ccccc1 (stereo unspecified)	/	3
O=C(Cc1ccccc1)NCCSCc1ccco1	-11	-11
COc1ccc(OCC(=O)NC2CC(C)(C)NC(C)(C)C2)cc1	20	8
Cc1ccccc1NC(=O)CN1C(=O)NC2(CCCCC2)C1=O	/	-67
COC(=O)c1c(C)oc2ccc(NS(=O)(=O)c3cc(OC)ccc3OC)cc12	-4	-21
Cc1ccc(-c2nc(CS(=O)(=O)CC(=O)N3CCCCCC3)c(C)o2)cc1	-17	-2
Cc1ccc(CCNC(=O)C2CC(c3cc(C(F)(F)F)cc(C(F)(F)F)c3)=NO2)cc1 (stereo unspecified)	/	1
O=S(=O)(NCc1ccco1)c1cccc2cccnc12	-42	6
CCCC(C)n1[nH]c(=O)c2c1NC(=O)CSC2c1ccc(OC)cc1 (stereo unspecified)	/	9
CCn1cc(C(=O)OCC(=O)Nc2c(C)n(C)n(-c3ccccc3)c2=O)c(=O)c2ccc(C)nc21	-1	-13
CCCc1cc(=O)[nH]c(SCC(=O)C(C)(C)C)n1	/	-4
C=CCN1C(=O)C(CC(=O)Nc2ccc(OC)cc2)N(Cc2ccco2)C1=S (stereo unspecified)	/	-5
COC(=O)c1ccc(-n2c(C)nc3ccccc3c2=O)cc1	/	6

Record cards (already shown). Order of values: HIV RNase H inh | RmlCD inh mix
Listed for Fc1ccccc1N1CCN(c2ncnc3[nH]ncc23)CC1 → -4 | /
Listed for Cc1ccccc1NC(=O)CN1C(=O)NC2(CCCCC2)C1=O → / | -67
Listed for C=CCn1c(SCC(=O)c2ccc(Br)cc2)nnc1C(C)NC(=O)Cc1ccc(OC)cc1 (stereo unspecified) → / | -11
Listed for Cc1ccc(-c2nc(CS(=O)(=O)CC(=O)N3CCCCCC3)c(C)o2)cc1 → -17 | -2
Listed for COc1ccc(-c2[nH]ncc2/C=C(/C#N)C(=O)NC2CCCCCC2)cc1 → / | 5

Other results follow:
SMILES	HIV RNase H inh	RmlCD inh mix
CC(C)(C)c1ccc(C(O)CCCN2CCC(C(O)(c3ccccc3)c3ccccc3)CC2)cc1 (stereo unspecified)	12	-11
CC(=O)Nc1ccc(C(=O)N2CCCC2)cc1	/	4
CCOC(=O)c1cc(-c2ccccc2)sc1NC(=O)CSc1nnnn1C	-16	-32
CC(C)Cc1nnc(NC(=O)CC(=O)Nc2ccccc2C(=O)O)s1	/	10
CS(=O)(=O)N1CCCC(c2nc(-c3ccc(S(=O)(=O)NCc4ccccc4)cc3)no2)C1 (stereo unspecified)	3	-4
Cc1ccc(Cn2c(Sc3ncccn3)nc3c2c(=O)[nH]c(=O)n3C)cc1	4	26
O=C1c2ccccc2C(O)N1Cc1ccccc1Cl (stereo unspecified)	-4	3
CC(Oc1ccc(C(=O)NC2CCCCC2)cc1)C(=O)O (stereo unspecified)	-4	17
Cc1ccc(CN2CCN(CC(=O)NC(C)CCc3ccccc3)C2=O)cc1 (stereo unspecified)	/	5
O=C(CSCc1n[nH]c(=O)[nH]1)NCCOc1cccc(Oc2ccccc2)c1	0	-64
Cc1cc(-c2csc(N)n2)c(C)n1C	/	-1
CC(O)[C@H]1CNC(=O)C(=O)N1CC(C)(C)C (stereo partly specified)	/	3
CC(C)(C)CN1C(N)=NC[C@@H]1Cc1ccccc1	/	-4
CCOc1ccc(-c2cc(C(=O)NCCCN3CCN(CC)CC3)c3ccccc3n2)cc1	0	23
CCOC(=O)C1=C(CSc2nc(-c3ccccc3)ccc2C#N)OC(N)=C(C#N)C1c1ccccc1 (stereo unspecified)	/	30
Cc1cc2c(cc1C)NC(=O)CC(C(F)(F)C(F)(F)C(F)(F)F)=N2	/	-9
COC(=O)c1sc(NC(=O)COc2ccccc2)nc1C	1	/
CCCOc1ccc(OCCSc2nnc(N)s2)cc1	/	-6
C=C1CCN([C@@H](CC(C)C)C(=O)NN2CCOCC2)S(=O)(=O)c2ccccc21	/	-14
O=C(Oc1csc(=S)n1C(=O)c1ccccc1)c1ccccc1	/	17
COc1ccc(C)cc1NC(=O)c1ccc(N(C)S(C)(=O)=O)cc1	-2	2
CCc1ccccc1N1C(=O)C2CC(C)=C(C)CC2C1=O (stereo unspecified)	-2	-15
CC(=O)c1ccc(NC2=C(N3CCOCC3)C(=O)c3ccccc3C2=O)cc1	/	1
COc1ccc(NC(=O)C2CCN(S(=O)(=O)c3ccc(OC)c(OC)c3)CC2)c(OC)c1	-3	11
CCN(CC)C(=O)C1CCCN(C(=O)Nc2ccccc2)C1 (stereo unspecified)	/	11
Cc1ccc(N(C)C(=O)Oc2ccc(C(=O)c3ccc(Cl)cc3)cc2)cc1	/	-7
COc1ccccc1CSc1nc2ccccc2[nH]1	/	-14
Cc1cc(C)nc(SCC(=O)Nc2cc(C)on2)n1	-17	5
O=C(CCCCC(=O)N1CCN(c2ccccc2)CC1)N1CCN(c2ccccc2)CC1	-6	/
Cc1cc2nnc(SC(C)C#N)n2c2ccccc12 (stereo unspecified)	-21	-11
CCn1c(NC(=O)c2cccs2)c(-c2cccs2)c(=O)c2ccccc21	7	-7
CCOC(=O)N1CCC(N(CCOC)C(=O)Nc2ccc(Cl)c(Cl)c2)CC1	0	?
COc1ccc2nc(N3CCCC3)[nH]c2c1	0	7
O=C1NC(=O)C2(Cc3ccccc3N3CCCC32)C(=O)N1c1cccc(Cl)c1 (stereo unspecified)	-1	5
Cc1ccc(S(=O)(=O)NCC(=O)N(CC(=O)NC(C)(C)C)Cc2cccs2)cc1	/	22
COc1ccc(N2CCN(c3nc(=S)n(-c4ccccc4)c(C)c3C(C)=O)CC2)cc1	-4	-12

Reprinted at random: 3 compounds from above.
SMILES	HIV RNase H inh	RmlCD inh mix
Cc1ccc(S(=O)(=O)NCC(=O)N(CC(=O)NC(C)(C)C)Cc2cccs2)cc1	/	22
COc1ccccc1CSc1nc2ccccc2[nH]1	/	-14
O=C1NC(=O)C2(Cc3ccccc3N3CCCC32)C(=O)N1c1cccc(Cl)c1 (stereo unspecified)	-1	5

More structures:
SMILES	HIV RNase H inh	RmlCD inh mix
CCOC(=O)c1cccc(NC(=O)CSc2nnc(COc3ccccc3)n2CC)c1	3	3
CC1CN(Cc2nc3c(c(=O)[nH]c(=O)n3C)n2CCCc2ccccc2)CC(C)O1 (stereo unspecified)	0	-1
O=C(NC1CCCCC1)N1CCN(C(=O)c2ccco2)CC1	/	-10
O=C(NCc1cccs1)C1CCCN(S(=O)(=O)c2cnc[nH]2)C1 (stereo unspecified)	-8	8
CCOC(=O)C1C(=O)Nc2nc(C)nn2C1c1ccccc1 (stereo unspecified)	0	-13
S=C1NC[C@H](Cc2cccc3ccccc23)N1CC1CCCCC1	/	7
Cc1cc(C)c(C#N)c(SCC(=O)Nc2ccccc2C(N)=O)n1	-17	10
Cc1ccc(S(=O)(=O)N/N=C2/CC(c3ccccc3)Oc3ccccc32)cc1[N+](=O)[O-] (stereo unspecified)	/	6
O=C1C(C2=NC(C(=O)O)C3C(=O)N(c4ccc(Cl)cc4)C(=O)C23)=C(O)c2ccccc21 (stereo unspecified)	/	7
CC(C)(C)NC(=O)C12CCC(C)(c3nc4ccccc4nc31)C2(C)C (stereo unspecified)	/	0
COCCn1nnnc1CN(Cc1cc2cc(OC)c(OC)cc2[nH]c1=O)C1CCCC1	-4	10
Cc1cccc(CC(=O)Nc2cc(=O)n(C)c(=O)n2C)c1	-20	-5
Clc1ccc(C2N3CCCN23)c(Cl)c1 (stereo unspecified)	/	-15
CCc1noc(C)c1C(=O)N1CCOCC1	-10	-13
c1coc(CNc2nc(-c3ccncc3)cs2)c1	-16	-9
COc1ccc(C(C#N)N2N=C(C)CC2(C)C)cc1 (stereo unspecified)	/	-10
COc1ccc(C2CC(C(F)(F)F)n3nc(C(=O)NCCN4CCOCC4)cc3N2)cc1 (stereo unspecified)	-1	-12
CCNc1oc(COc2cccc(C)c2)nc1C#N	-81	5
O=C(CN1C(=O)C2CCCN2C(=O)c2ccccc21)Nc1ccccc1-n1cccc1 (stereo unspecified)	-4	-11
Brc1ccc2c(c1)C(c1ccc(N3CCOCC3)cc1)=NNC(c1cccs1)=N2	/	11
C/C(=C\C(=O)c1cccnc1)Nc1ccc(C(=O)O)cc1	/	0

An excerpt of these results, with values under each structure:
The line under a structure holds: HIV RNase H inh, RmlCD inh mix
O=C(CN1C(=O)C2CCCN2C(=O)c2ccccc21)Nc1ccccc1-n1cccc1 (stereo unspecified)
 : -4, -11
Brc1ccc2c(c1)C(c1ccc(N3CCOCC3)cc1)=NNC(c1cccs1)=N2
 : /, 11
C/C(=C\C(=O)c1cccnc1)Nc1ccc(C(=O)O)cc1
 : /, 0

Part of the list above in order of molar mass, ascending.
SMILES	HIV RNase H inh	RmlCD inh mix
COc1ccccc1CSc1nc2ccccc2[nH]1	/	-14
Cc1cc(C)nc(SCC(=O)Nc2cc(C)on2)n1	-17	5
CCn1cc(C(=O)N2CCC3(CC2)OCCO3)c(=O)c2cc(S(=O)(=O)N3CCCC3)ccc21	/	43
